Screening results as filed in PubChem BioAssay.
DYRK1A inh: inhibitors of rat Dyrk1A kinase. actives 0.43% (n = 310,000). ADP-Glo luminescence, NFATc1 peptide. inhibition, % at 12.5 µM; in the data active means inhibition above about 50%;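 further: plate controls were vehicle with enzyme for no effect and no enzyme for full effect; many of its hits are not listed in these tables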
GSK3 alpha inh: blocks human GSK-3 alpha kinase | actives 0.1% (n = 320,000) | AID 2650 | P49840 | inhibition, % at 10 µM | ADP-Glo luminescence, 60 min;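 in the data active means inhibition above about 50%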;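 further: GST-tagged GSK-3 alpha with peptide substrate and 25 µM ATP; 0% = DMSO neutral wells and 100% = GW8510 positive control wells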
Target sequence (P49840 whole entry, looked up): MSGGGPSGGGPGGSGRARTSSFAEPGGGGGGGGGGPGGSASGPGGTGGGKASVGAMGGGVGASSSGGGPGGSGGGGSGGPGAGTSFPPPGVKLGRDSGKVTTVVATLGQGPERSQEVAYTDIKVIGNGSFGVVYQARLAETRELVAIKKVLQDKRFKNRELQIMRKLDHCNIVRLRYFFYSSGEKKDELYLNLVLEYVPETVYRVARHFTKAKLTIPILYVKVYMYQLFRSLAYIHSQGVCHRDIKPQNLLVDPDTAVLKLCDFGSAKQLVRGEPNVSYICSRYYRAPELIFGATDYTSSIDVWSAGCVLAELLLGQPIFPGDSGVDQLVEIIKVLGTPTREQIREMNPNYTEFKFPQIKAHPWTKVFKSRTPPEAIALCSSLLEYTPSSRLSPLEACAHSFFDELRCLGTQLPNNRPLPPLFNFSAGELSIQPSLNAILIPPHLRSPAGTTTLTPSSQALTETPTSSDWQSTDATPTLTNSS
HDAC3 inh: inhibitors of human histone deacetylase 3. inhibition, % at 8.3 µM. actives 0.15% (n = 320,000). recombinant HDAC3, fluorogenic peptide/trypsin coupled, fluorescence. O15379; in the data active means inhibition above about 26%, passing the limit was not always enough; inconclusive means no clear call, values can overlap the other calls
KCNK3 inh: human KCNK3 channel inhibition, primary screen; O14649; CHO-KCNK3 thallium flux, FluxOR fluorescence; stronger effect = lower value; B-score at 10 µM; actives 0.84% (n = 340,000); AID 602410;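 active means B-score under library mean minus 4 SD, starting fluorescence ratio at most library mean plus 5 SD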;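 further: more negative B-score means stronger inhibition of thallium flux through KCNK3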
RGS4 act: RGS4 potentiation or activation. HEK293 M3R/inducible RGS4, carbachol calcium flux Fluo4; stronger effect = lower value. B-score at 10 µM. actives 0.92% (n = 310,000);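 active means B-score of the integrated calcium signal more than 4 SD below the library mean, with starting fluorescence not abnormally high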;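 further: negative B-score means reduced calcium response which marks RGS4 activation or potentiation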
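System – HEK293 FlpIn-TREx cells, stable M3R, doxycycline-inducible RGS4 · Reagent – ECmax carbachol challenge · Times – compound preincubation 20 min at room temperature before agonist · Technique – Fluo4 fluorescence kinetic imaging of calcium · Measure – B score of integrated Fluo4 ratio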
hERG protect: shields human hERG channel from block by proarrhythmic agents | Q12809 | CHO-hERG, FluxOR thallium flux, dofetilide IC70 present | activation (rescue from dofetilide block), less the hit threshold, % at 10 µM | actives 0.51% (n = 310,000) | AID 1511;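 active means activation above the mean of controls blocked by dofetilide plus 5 SD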;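 further: thallium influx through hERG after potassium depolarization seen as dye fluorescence rise; in these data hits start at about 4.7%; inactives centre near -7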
KCNQ1 pot: potentiators or activators of human KCNQ1 potassium channel; P51787; CHO-K1 KCNQ1, thallium flux FluxOR fluorescence; stronger effect = higher value; B-score at 10 µM; actives 0.35% (n = 310,000); AID 2648;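 active means fluorescence ratio B-score, a plate-corrected score, at least three library SD, with initial intensity B-score within 5 SD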
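assay system = CHO-K1 cells stably expressing KCNQ1 | medium = assay buffer, equal DMSO in all wells | timing = 37 °C overnight plating, 90-min dark dye load, 20-min compound pretreatment | measured by = kinetic FluxOR thallium fluorescence, 10-s 1-Hz baseline, 110-s post-stimulus read | measure = fluorescence change relative to baseline, converted to B score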
KCNK9 block: inhibitors of human KCNK9 two-pore domain potassium channel. HEK293 KCNK9, FluxOR thallium flux fluorescence; stronger effect = lower value. AID 488922. actives 1.2% (n = 310,000). B-score at 10 µM. Q9NPC2;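 active means ratio B-score over 3 SD below the library mean, with starting fluorescence within 5 SD of its mean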;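 further: negative B-score means less thallium flux so channel inhibition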
PolyA inhibitor: yeast polyadenylation inhibition; S. cerevisiae SKY197-pL101 polyadenylation reporter, beta-gal luminescence; efflux-impaired pdr1/pdr3 knockout yeast; score 100 = 6 SD above DMSO; calls only at 12 µM; actives 0.02% (n = 300,000); AID 1875;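 active means lowest replicate activity score at least 50, where 100 means six control SD above control mean; inconclusive means lowest score under 50 but half or more replicates reach 50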;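 further: yeast exposed to compound for 9 h at 30 °C; higher score means more reporter readthrough which indicates perturbed polyadenylation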
GSK3beta inhib: human GSK3beta kinase inhibition; P49841; actives 0.038% (n = 300,000); activity score (negative = inhibition), % at 10 µM; GST-GSK3beta kinase, ADP-Glo luminescence, 60 min; stronger effect = lower value;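 active means more than half of replicate wells score below -50%, meaning over 50% inhibition versus plate controls; inconclusive means some replicates but at most half score below -50%; inactive means no replicate scores below -50%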;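 further: 0% = median DMSO wells and -100% = median GW8510 positive control wells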
Target sequence (P49841 whole entry, looked up): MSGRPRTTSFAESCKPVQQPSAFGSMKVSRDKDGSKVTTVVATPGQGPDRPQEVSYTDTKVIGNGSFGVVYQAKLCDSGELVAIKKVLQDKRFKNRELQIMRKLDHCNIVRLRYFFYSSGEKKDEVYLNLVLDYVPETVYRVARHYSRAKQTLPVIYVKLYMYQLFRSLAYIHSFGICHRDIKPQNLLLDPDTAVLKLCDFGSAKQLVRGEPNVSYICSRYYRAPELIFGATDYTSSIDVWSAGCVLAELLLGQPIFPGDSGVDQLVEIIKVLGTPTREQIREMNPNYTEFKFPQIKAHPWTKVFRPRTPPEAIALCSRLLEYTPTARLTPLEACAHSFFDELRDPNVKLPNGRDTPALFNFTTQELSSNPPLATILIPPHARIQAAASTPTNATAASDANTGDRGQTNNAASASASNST
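Test system: GST-tagged human GSK3beta kinase, cell-free; evaluation: activity score scaled between in-plate DMSO and GW8510 controls; measured by: ADP-Glo luminescence; incubation: 60 min reaction, RT; benchmarks: DMSO and 20 µM GW8510; reagent: peptide substrate plus 25 µM ATP (final); medium: Tris/MgCl2 kinase buffer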
KCNQ1 inh: inhibitors of human KCNQ1 potassium channel; AID 2642; B-score at 10 µM; P51787; actives 1.3% (n = 310,000); CHO-K1 KCNQ1, FluxOR thallium flux fluorescence; stronger effect = higher value;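 active means compounds whose thallium flux B-score, printed positive for inhibition, exceeds three library SD while starting fluorescence stays within three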;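 further: channel opened by potassium depolarization with thallium stimulus after 20 min compound exposure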
Numbers without * were called inactive; i = inactive; ? = inconclusive; · = no result given.

Order of results – DYRK1A inh	GSK3 alpha inh	HDAC3 inh	KCNK3 inh	RGS4 act	hERG protect	KCNQ1 pot	KCNK9 block	PolyA inhibitor	GSK3beta inhib	KCNQ1 inh
1. CCc1ccc(C(=O)NNc2ccc(S(N)(=O)=O)cc2)cc1
→ 2	-3	-4	i	i	-4	i	i	i	-2	i
2. CCOC(=O)N1CCN(S(=O)(=O)c2cc([N+](=O)[O-])c(C)cc2C)CC1
→ -3	-3	0	i	i	-6	i	i	i	1	i
3. CCOC(=O)COc1ccccc1C(=O)c1cnn(-c2ccccc2)c1
→ 3	-2	-3	i	i	-2	i	i	i	-4	i
4. COc1ccc(-n2ncc3c2CC(C)(C)CC3NC(=O)c2c(C)cc(=O)oc2C)cc1 (centres undefined)
→ -3	-4	1	i	i	-2	i	i	i	4	i
5. CC1(C)C2CCC(C2)C1(C)N=C1OC(CCl)CS1 (centres undefined)
→ 0	-2	-1	i	i	-5	i	i	i	2	i
6. C=CCNC(=S)NN=C1CCC(c2ccccc2)CC1 (centres undefined)
→ 4	-6	8	i	i	-11	i	i	i	1	i
7. CC1=Nc2ccccc2/C1=C/c1sc(=N)n(-c2nccs2)c1O
→ -4	-3	0	-10*	i	-24	i	i	i	5	10*
8. COC(=O)Cc1sc(-c2ccccn2)nc1-c1ccccc1
→ -4	-4	0	i	i	-8	i	i	i	0	i
9. CC(=O)NC(Nc1c(C)n(C)n(-c2ccccc2)c1=O)C(Cl)(Cl)Cl (centres undefined)
→ -2	-2	-2	i	i	-5	i	i	i	-2	i
10. CCn1cnc2c1c(=O)n(CC(=O)NN)c(=O)n2Cc1ccccc1
→ -3	-4	5	i	i	-7	i	i	i	-1	i

Just KCNK3 inh and KCNQ1 pot, for two of the compounds above:
entry | canonical_smiles | KCNK3 inh | KCNQ1 pot
7 | CC1=Nc2ccccc2/C1=C/c1sc(=N)n(-c2nccs2)c1O | -10* | i
5 | CC1(C)C2CCC(C2)C1(C)N=C1OC(CCl)CS1 (centres undefined) | i | i

(listing goes on)
Order of results – DYRK1A inh	GSK3 alpha inh	HDAC3 inh	KCNK3 inh	RGS4 act	hERG protect	KCNQ1 pot	KCNK9 block	PolyA inhibitor	GSK3beta inhib	KCNQ1 inh
11. CCc1cccc(NC(=O)Cc2cn(C)c3ccccc23)c1
→ -5	-3	3	i	i	-5	i	i	i	-2	i
12. CC(C)(C)c1ccc(-c2cc(C(=O)NNC(=O)Nc3ccccc3)c3ccccc3n2)cc1
→ -2	1	-7	-10*	i	-6	i	i	i	4	i
13. Cc1cccc2nc(CSc3nc4ccccc4[nH]3)cn12
→ 5	2	-3	i	i	-2	i	i	i	-1	i
14. CC1(C)CC(=O)c2cc(OCC(=O)NCc3cccnc3)ccc2O1
→ -1	1	-26	i	i	-1	i	i	i	0	i
15. CCNCc1ccc(OCc2ccccc2F)c(OC)c1
→ 4	-3	0	i	i	-3	i	i	i	0	i
16. COc1ccc2oc(C(=O)OC(C)C(=O)NC3(C#N)CCCCC3)c(C)c2c1 (centres undefined)
→ -6	0	-12	i	i	-9	i	i	i	2	i
17. CCn1ccc(=O)c2cc3c(cc21)OCO3
→ 43	-1	4	i	i	1	i	i	i	2	i
18. O=C(NCc1ccccc1Cl)C1CCC(=O)N(C2CCCC2)C1 (centres undefined)
→ -1	-1	-6	i	i	-10	i	i	i	1	i
19. COc1ccc2c(CC(=O)Nc3c(C)n(C)n(-c4ccccc4)c3=O)coc2c1
→ 3	3	-2	i	i	-7	i	i	i	11	i
20. O=C(Nc1ccccc1)C1=C[C@H](c2ccc3c(c2)OCO3)C[C@H](OCCCCO)O1
→ -5	-3	5	i	i	-9	i	i	i	2	i
21. O=c1ccccn1Cc1ccccc1F
→ -2	-4	-5	i	i	-5	i	i	i	2	i
22. C#CC1CCCCC1NC(=O)Nc1cnccc1C(F)(F)F (centres undefined)
→ -37	-2	-4	i	i	-2	i	i	i	1	i
23. COc1cccc(N2CCN(C(=O)CN3C(=O)NC4(CCCC4)C3=O)CC2)c1
→ -2	1	2	i	i	-8	i	i	i	2	i
24. CCOc1cc(/C=N/n2cnnc2)cc(Br)c1O
→ 7	2	?	i	i	-5	i	i	i	-2	i
25. Cc1oc(=O)c(NC(=O)c2ccccc2)cc1C(=O)c1ccccc1
→ 5	0	0	i	i	-15	i	i	i	4	i
26. Cn1c(=O)[nH]c(=O)c2c1nc(N1CCOCC1)n2CCSc1nnnn1-c1ccccc1
→ -3	-1	10	i	i	-15	i	i	i	-3	i
27. COc1ccc(C(=O)Nc2ccnn2C2CCN(Cc3ccn[nH]3)CC2)cc1
→ 4	0	-1	i	i	-6	i	i	i	-4	i
28. O=C(CNc1cccc(C(F)(F)F)c1)N/N=C/C1CCCCC1
→ 6	5	9	i	i	1	i	i	i	0	i
29. COc1ccc(-c2noc(CNC(=O)Nc3ccc(F)cc3)n2)cc1
→ -3	·	5	i	i	-6	i	i	i	-3	i
30. Cc1cccc(NC(=O)CSc2nnnn2-c2cccnc2)c1
→ ·	10	-1	i	i	-6	i	i	i	2	i

Ordered by number of heavy atoms (low to high): part of the list above
Order of results – DYRK1A inh	GSK3 alpha inh	HDAC3 inh	KCNK3 inh	RGS4 act	hERG protect	KCNQ1 pot	KCNK9 block	PolyA inhibitor	GSK3beta inhib	KCNQ1 inh
21. O=c1ccccn1Cc1ccccc1F
→ -2	-4	-5	i	i	-5	i	i	i	2	i
28. O=C(CNc1cccc(C(F)(F)F)c1)N/N=C/C1CCCCC1
→ 6	5	9	i	i	1	i	i	i	0	i
23. COc1cccc(N2CCN(C(=O)CN3C(=O)NC4(CCCC4)C3=O)CC2)c1
→ -2	1	2	i	i	-8	i	i	i	2	i
26. Cn1c(=O)[nH]c(=O)c2c1nc(N1CCOCC1)n2CCSc1nnnn1-c1ccccc1
→ -3	-1	10	i	i	-15	i	i	i	-3	i

Carrying on:
| nr | Molecule | DYRK1A inh | GSK3 alpha inh | HDAC3 inh | KCNK3 inh | RGS4 act | hERG protect | KCNQ1 pot | KCNK9 block | PolyA inhibitor | GSK3beta inhib | KCNQ1 inh |
| --- | --- | --- | --- | --- | --- | --- | --- | --- | --- | --- | --- | --- |
| 31 | O=C(Nc1cccnc1N1CCOCC1)c1ccco1 | 22 | 0 | 0 | i | i | -8 | i | i | i | 3 | i |
| 32 | Cc1ccc(Nc2ncnc3nc[nH]c23)cc1Cl | -1 | 1 | 4 | i | i | -4 | i | i | i | -1 | i |
| 33 | COC(=O)CCC(=O)NC(=S)Nc1ccc(S(=O)(=O)Nc2cc(C)on2)cc1 | 1 | -1 | -1 | i | i | -6 | i | i | i | -3 | i |
| 34 | Cc1ccc(NC(=O)CSc2nc3c(c(=O)n(C)c(=O)n3C)n2C)cc1 | 1 | 1 | 3 | i | i | -2 | i | i | i | 1 | i |
| 35 | CC[C@@]12C(=O)N(c3cccc(Br)c3)C(=O)N1[C@H](c1ccc(F)cc1)[C@@H]1C(=O)N(C3CCCCC3)C(=O)[C@@H]12 | -16 | 0 | 12 | i | i | -13 | i | i | i | -9 | i |
| 36 | CC(OC(=O)Cn1[nH]c(=O)c2ccccc2c1=O)C(=O)Nc1ccccc1[N+](=O)[O-] (centres undefined) | -7 | 0 | -1 | i | i | -16 | i | i | i | 0 | i |
| 37 | CCN1C(=O)c2cccc3c(S(=O)(=O)Nc4ccccn4)ccc1c23 | -2 | 0 | 3 | i | i | -13 | i | i | i | -1 | i |
| 38 | Cc1nc2scc(C)n2c(=O)c1S(=O)(=O)N1CCN(c2cccc(C(F)(F)F)c2)CC1 | 4 | -2 | 15 | i | i | -12 | i | i | i | 0 | i |
| 39 | COc1cccc(N2CCN(C(=O)CN3C(=O)NC(C)(c4ccc5ccccc5c4)C3=O)CC2)c1 (centres undefined) | -5 | 0 | 2 | i | i | -9 | i | i | i | 2 | i |
| 40 | COc1ccccc1CNC(=O)c1ccc(Br)o1 | 11 | -1 | 0 | i | i | -1 | i | i | i | 0 | i |
| 41 | O=C1CCCc2c1nc(-c1cccc(Cl)c1)n2O | 1 | 6 | -2 | i | i | -10 | i | i | i | -4 | i |
| 42 | CC1Sc2ccc(S(=O)(=O)CCC(=O)NC(C)c3ccccc3)cc2NC1=O (centres undefined) | 0 | -2 | 10 | i | i | -10 | i | i | i | 1 | i |
| 43 | Cn1nc(-c2ccc(Cl)cc2)c2cc(C(=O)NCCN3CCOCC3)sc21 | 13 | 4 | -25 | i | i | -8 | i | i | i | 0 | i |
| 44 | CCCCNC(=O)C1CCCN(S(=O)(=O)c2c(C)noc2/C=C/c2cccs2)C1 (centres undefined) | 11 | -2 | -5 | i | i | -14 | i | i | i | 3 | i |
| 45 | Cc1nc2sccn2c(=O)c1S(=O)(=O)NCC(C)c1ccccc1 (centres undefined) | -3 | 3 | 2 | i | i | -8 | i | i | i | 0 | i |
| 46 | CCn1cc(C(=O)N[C@@H](CCSC)C(=O)NCCCO)c(=O)c2cc3c(cc21)OCO3 | -3 | -1 | 5 | i | i | -5 | i | i | i | 1 | i |
| 47 | COC(=O)C1=C(C)N=c2s/c(=C3\C(=O)Nc4ccccc43)c(=O)n2C1c1ccccc1 (centres undefined) | · | · | · | · | i | -16 | i | i | i | 0 | i |
| 48 | COc1ccc(-c2[nH]ncc2CN2CCCN(C(=O)c3ccco3)CC2)cc1F | 1 | -2 | 1 | i | i | -7 | i | i | i | 3 | i |
| 49 | COc1ccc(-c2c(C#N)c(SCC(=O)Nc3ccccc3)nc3c2CCCC3)cc1 | -4 | 4 | 0 | i | i | 0 | i | i | i | -4 | i |
| 50 | Cc1occc1C(=O)NC1CCCc2ccccc21 (centres undefined) | -4 | 1 | 1 | i | i | -1 | i | i | i | -1 | i |
| 51 | COc1cc2c(=O)n(CC3CCCO3)c(=O)n(CC(=O)Nc3ccc(F)cc3F)c2cc1OC (centres undefined) | 14 | -2 | -7 | i | i | -1 | i | i | i | 1 | i |
| 52 | CCCC(=O)N(CCc1ccc(OC)cc1)Cc1nc2ccccc2c(=O)[nH]1 | 5 | -3 | 6 | i | i | -2 | i | i | i | 0 | i |

Some of the compounds tested; rates above refer to the full screens.
